From PubChem
PRC2 inh – blocks human EZH2/PRC2 H3K27 methylation. inhibition, % at 12.5 µM. Q15910. DELFIA TRF, 1 h. 57,000 tested, 0.35% active. AID 651548;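 active means mean inhibition of replicates at least 50% and every single replicate also reaching 50%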;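 further: dimethyl H3K27 on biotinylated H3 21-44 peptide detected by antibody; plate controls were median neutral control wells for no effect and median positive control wells for full effect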
Target sequence (Q15910 whole entry, looked up): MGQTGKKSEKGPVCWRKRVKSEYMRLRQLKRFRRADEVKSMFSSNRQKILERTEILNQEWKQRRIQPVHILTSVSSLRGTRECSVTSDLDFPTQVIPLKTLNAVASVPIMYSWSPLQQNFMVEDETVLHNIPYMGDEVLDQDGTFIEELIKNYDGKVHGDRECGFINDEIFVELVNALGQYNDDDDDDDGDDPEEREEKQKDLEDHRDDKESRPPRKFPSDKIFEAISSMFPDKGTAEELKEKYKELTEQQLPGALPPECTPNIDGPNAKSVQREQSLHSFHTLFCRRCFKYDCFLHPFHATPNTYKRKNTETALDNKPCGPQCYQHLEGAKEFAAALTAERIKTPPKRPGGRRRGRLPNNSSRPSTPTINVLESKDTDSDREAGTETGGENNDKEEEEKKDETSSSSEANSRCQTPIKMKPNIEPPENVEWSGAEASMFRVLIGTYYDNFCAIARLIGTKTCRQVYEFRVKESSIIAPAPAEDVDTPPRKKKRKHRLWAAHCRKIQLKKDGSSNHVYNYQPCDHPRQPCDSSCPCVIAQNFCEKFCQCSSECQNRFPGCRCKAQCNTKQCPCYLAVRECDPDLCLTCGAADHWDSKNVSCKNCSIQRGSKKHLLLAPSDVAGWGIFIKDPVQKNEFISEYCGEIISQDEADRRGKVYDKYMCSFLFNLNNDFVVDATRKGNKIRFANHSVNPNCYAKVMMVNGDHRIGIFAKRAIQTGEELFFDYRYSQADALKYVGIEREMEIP
IDH1 mut inh – blocks human IDH1 R132H reductase activity. diaphorase/resazurin fluorescence, 60 min. inhibition, % at 10 µM. AID 624101. 70,000 tested, 0.18% active; in the data active means inhibition above about 34%;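 further: 0% = DMSO and 100% = no enzyme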
The depositor's hits bear a star; . = no result given. A portion of the library; the hit share may differ from the screen's.

Second line of a record: PRC2 inh	IDH1 mut inh
- C[C@H]1CN([C@@H](C)CO)S(=O)(=O)c2ccc(/C=C/c3ccccc3)cc2O[C@H]1CN(C)C(=O)Nc1cc(F)ccc1F
 : -36	-0.9
- CCNS(=O)(=O)c1ccc(NC(=O)c2cc(-c3ccccn3)nc3c(C)c(C)ccc23)cc1
 : -6	0.2
- C[C@@H]1CN([C@@H](C)CO)S(=O)(=O)c2ccc(C#CCN(C)C)cc2O[C@@H]1CN(C)C(=O)c1ccccc1F
 : .	-0.1
- C[C@@H]1CN([C@H](C)CO)C(=O)Cc2cc(NC(=O)CCCCCC(=O)Nc3ccccc3N)ccc2O[C@H]1CN(C)CC1CC1
 : -5	.
- Cc1cc(C)c(/C=C2\C(=O)Nc3ccccc32)[nH]1
 : 11	-0.5
- C[C@H]1CN([C@@H](C)CO)C(=O)Cc2cc(NC(=O)Nc3ccc(F)cc3)ccc2O[C@@H]1CN(C)C(=O)Nc1ccc2c(c1)OCO2
 : .	0.4
- CCOCCCNc1nc2c([nH]1)c(=O)n(C)c(=O)n2C
 : -3	0.2
- COc1ccc(NC(=O)N(C)C[C@H]2Oc3ccc(NS(=O)(=O)c4cccs4)cc3C(=O)N([C@@H](C)CO)C[C@H]2C)cc1
 : .	0.2
- C[C@H](CO)N1C[C@H](C)[C@H](CN(C)Cc2ccc(-c3ccccc3)cc2)Oc2ccc(NC(=O)C3CC3)cc2CC1=O
 : -9	.
- Cc1ccc(S(=O)(=O)Nc2ccc3c(c2)C(=O)N([C@@H](C)CO)C[C@@H](C)[C@@H](CN(C)S(=O)(=O)c2ccccc2)OCCCC[C@@H](C)O3)cc1
 : .	0.0
- COc1ccc(Cn2c3ccc(Br)cc3c3nc4ccccc4nc32)cc1OC
 : -2	0.0
- Cc1sc2nc(SCC(=O)Nc3ccccc3C(F)(F)F)nc(N)c2c1C
 : .	-0.7
- C[C@H](CO)N1C[C@H](C)[C@@H](CN(C)C(=O)Nc2ccc(F)cc2)Oc2ccc(NC(=O)Nc3ccc4c(c3)OCO4)cc2C1=O
 : .	-2.0
- C[C@@H]1CN([C@H](C)CO)C(=O)c2cc(-c3ccncc3)cnc2O[C@@H]1CN(C)C(=O)CN1CCOCC1
 : 5	-1.7
- C[C@H]1CN([C@@H](C)CO)C(=O)c2cc(-c3cccc(C(=O)N(C)C)c3)cnc2O[C@H]1CN(C)S(=O)(=O)c1ccc(F)cc1
 : .	0.1
- C[C@@H]1CN([C@@H](C)CO)C(=O)c2cccc(NC(=O)Nc3ccc(F)cc3)c2O[C@@H]1CN(C)Cc1ccc(C(F)(F)F)cc1
 : -9	3.5
- O=C(Nc1ccc(Cl)cc1)N[C@H]1CC[C@H](CCNC(=O)c2ccccc2F)O[C@H]1CO
 : -13	43*
- Cc1noc(C)c1NC(=O)N(C)C[C@H]1Oc2ccc(NS(=O)(=O)c3cccs3)cc2C(=O)N([C@@H](C)CO)C[C@H]1C
 : .	1.6
- CCC(=O)N(C)C[C@@H]1Oc2cc(C3=CCCC3)ccc2S(=O)(=O)N([C@@H](C)CO)C[C@H]1C
 : -9	.
- Cc1ccc(N(CC(=O)Nc2ccc(I)cc2C)S(C)(=O)=O)cc1C
 : 21	-0.4
- C[C@@H]1CCCCO[C@@H](CN(C)CC2CCCCC2)[C@H](C)CN([C@H](C)CO)C(=O)c2cc(NS(=O)(=O)c3ccc(Cl)cc3)ccc2O1
 : .	1.8
- C[C@@H]1CN([C@H](C)CO)C(=O)Cc2cc(NC(=O)Nc3ccc(C(F)(F)F)cc3)ccc2O[C@H]1CN(C)CC1CC1
 : .	-1.5
- Cc1ccc(-c2ccc3c(c2)O[C@H](CN(C)C(=O)C2CC2)[C@@H](C)CN([C@H](C)CO)S3(=O)=O)cc1
 : -2	.
- CC(=O)N(C)C[C@H]1Oc2cc(C#CC3CCCCC3)ccc2S(=O)(=O)N([C@H](C)CO)C[C@@H]1C
 : -18	1.6
- C/C=C/c1cnc2c(c1)C(=O)N([C@H](C)CO)C[C@@H](C)[C@H](CN(C)Cc1ccncc1)O2
 : .	1.6
- C[C@H](CO)N1C[C@H](C)[C@H](CN(C)C(=O)Nc2ccc(C(F)(F)F)cc2)Oc2ccc(NC(=O)CCCCCC(=O)Nc3ccccc3N)cc2CC1=O
 : -25	0.1
- Cn1c(=O)c2c(nc(Sc3nnc(N)s3)n2C)n(C)c1=O
 : -2	0.1
- CC(C)NC(=O)Nc1ccc2c(c1)C(=O)N([C@H](C)CO)C[C@@H](C)[C@@H](CN(C)Cc1ccc(C(=O)O)cc1)O2
 : 20	0.3
- Nc1nnc(SCC(=O)Nc2ccc(Cl)cc2O)s1
 : -11	-0.6
- CC(=O)c1cccc(NC(=O)CN(c2cccc(F)c2)S(C)(=O)=O)c1
 : 2	-0.2
- CNC[C@@H]1Oc2ncc(Br)cc2C(=O)N([C@@H](C)CO)C[C@H]1C
 : -3	-0.3
- COc1cccc(C(=O)Nc2ccc3c(c2)C(=O)N(C)C[C@H](OC)[C@H](C)CN[C@@H](C)CO3)c1
 : -1	0.2
- COc1ccc(NC(=O)N(C)C[C@@H]2Oc3ccc(NC(=O)Nc4ccc5c(c4)OCO5)cc3CC(=O)N([C@@H](C)CO)C[C@@H]2C)cc1
 : .	-10
- CN(CC(=O)Nc1ccc(Cl)cc1)S(=O)(=O)c1ccccc1
 : -18	-0.2
- CCCCOc1ccc(OCCCN2CCOCC2)cc1
 : 13	-0.4
- C[C@H]1CN([C@@H](C)CO)C(=O)c2cc(-c3ccc(C(=O)N(C)C)cc3)cnc2O[C@H]1CN(C)C(=O)C1CC1
 : 6	1.5
- Cc1ccc(OCCSc2nc(C)cc(=O)[nH]2)c(I)c1
 : 34	-0.2
- COc1ccc(/C=N/NC(=O)CCCCC(=O)NO)cc1
 : -4	.
- COc1ccc(S(=O)(=O)N(C)C[C@H]2Oc3ccc(NC(=O)Cc4ccccc4)cc3C(=O)N([C@@H](C)CO)C[C@H]2C)cc1
 : .	0.0
- C[C@@H]1CN([C@H](C)CO)C(=O)Cc2cc(NC(=O)CCCCCC(=O)Nc3ccccc3N)ccc2O[C@H]1CN(C)S(=O)(=O)c1cn(C)cn1
 : 6	.
- O=C(N[C@@H]1C[C@H]2CC[C@@H]1C2)c1ccc(CSc2ccccc2)cc1
 : 9	5.6
- C[C@@H](O)C#Cc1cnc2c(c1)C(=O)N([C@@H](C)CO)C[C@H](C)[C@@H](CN(C)Cc1ccc(-c3ccccc3)cc1)O2
 : -20	.
- CC1(C)CC(=O)C2=C(C1)NC1=C(C(=O)c3ccccc31)C2c1ccc(OC(=O)CN2C(=O)C3CCCCC3C2=O)cc1 (stereo not drawn)
 : -11	0.9
- O=C(NCc1ccco1)c1cc([N+](=O)[O-])ccc1Sc1nc2ccccc2[nH]1
 : 3	0.1
- CO[C@H](CN(C)S(=O)(=O)c1ccccc1)[C@@H](C)CN(C(=O)Nc1ccccc1F)[C@@H](C)CO
 : -6	-0.3
- C[C@H](CO)N1C[C@H](C)[C@H](CN(C)C(=O)C2CCCCC2)Oc2ncc(-c3cccc(F)c3)cc2C1=O
 : 9	0.4
- Cc1cccc(OCCn2c(C(C)O)nc3ccccc32)c1 (stereo not drawn)
 : -22	0.4
- CCC(=O)Nc1ccc2c(c1)C(=O)N(C)C[C@@H](OC)[C@@H](C)CN(Cc1cncnc1)[C@@H](C)CO2
 : 1	0.3
- CCC(=O)Nc1ccc2c(c1)C(=O)N(C)C[C@@H](OC)[C@H](C)CN(C(=O)c1ccncc1)[C@@H](C)CO2
 : 10	0.3
- CO[C@@H]1CN(C)C(=O)c2ccc(NC(=O)c3ccc(F)cc3)cc2OC[C@H](C)N(C)C[C@H]1C
 : 7	0.0

Ordered by heavy-atom count (smallest number first): some entries from above
Second line of a record: PRC2 inh	IDH1 mut inh
- O=C(NCc1ccco1)c1cc([N+](=O)[O-])ccc1Sc1nc2ccccc2[nH]1
 : 3	0.1
- CCC(=O)Nc1ccc2c(c1)C(=O)N(C)C[C@@H](OC)[C@H](C)CN(C(=O)c1ccncc1)[C@@H](C)CO2
 : 10	0.3
- C[C@@H](O)C#Cc1cnc2c(c1)C(=O)N([C@@H](C)CO)C[C@H](C)[C@@H](CN(C)Cc1ccc(-c3ccccc3)cc1)O2
 : -20	.

Continued:
Second line of a record: PRC2 inh	IDH1 mut inh
- C[C@@H]1CN([C@@H](C)CO)S(=O)(=O)c2ccc(/C=C/c3ccccc3)cc2O[C@@H]1CN(C)C(=O)C1CC1
 : -8	-2.5
- Cc1noc(C)c1S(=O)(=O)Nc1ccc2c(c1)C(=O)N([C@@H](C)CO)C[C@H](C)[C@@H](CN(C)C(=O)Nc1ccc(C(F)(F)F)cc1)OCCCC[C@@H](C)O2
 : .	0.5
- Cc1ccc(S(=O)(=O)Nc2ccc3c(c2)CC(=O)N([C@H](C)CO)C[C@@H](C)[C@@H](CN(C)C)O3)cc1
 : -5	.
- C[C@H](CO)N1C[C@H](C)[C@H](CN(C)S(=O)(=O)c2ccc(F)cc2)Oc2ccc(NC(=O)C3CCCCC3)cc2C1=O
 : .	0.3
- Cc1noc(C)c1S(=O)(=O)N(C)C[C@@H]1OCCCC[C@@H](C)Oc2ccc(NC(=O)Nc3ccccc3)cc2C(=O)N([C@H](C)CO)C[C@H]1C
 : .	1.9
- CS(=O)(=O)N(CC(=O)O)c1cccc(Cl)c1
 : 11	0.1
- CC(Oc1ccc(Cl)cc1Cl)C(=O)Nc1cccc(-c2nc3ccccc3o2)c1 (stereo not drawn)
 : -4	0.3
- COC(=O)CCCCCCC(=O)N/N=C/c1ccc(OCCO)cc1
 : 18	-0.6
- NCC[C@H]1CC[C@H](NC(=O)Cc2ccncc2)[C@H](CO)O1
 : 7	0.3
- C[C@H](CO)N1C[C@H](C)[C@@H](CN(C)S(=O)(=O)c2ccc(F)cc2)OCCCC[C@H](C)Oc2ccc(NS(=O)(=O)c3ccc(Cl)cc3)cc2C1=O
 : .	2.8

Already shown: an excerpt of the list.
Second line of a record: PRC2 inh	IDH1 mut inh
- NCC[C@H]1CC[C@H](NC(=O)Cc2ccncc2)[C@H](CO)O1
 : 7	0.3
- C[C@H](CO)N1C[C@H](C)[C@@H](CN(C)S(=O)(=O)c2ccc(F)cc2)OCCCC[C@H](C)Oc2ccc(NS(=O)(=O)c3ccc(Cl)cc3)cc2C1=O
 : .	2.8

2 records drawn at random from those above:
Second line of a record: PRC2 inh	IDH1 mut inh
- Nc1nnc(SCC(=O)Nc2ccc(Cl)cc2O)s1
 : -11	-0.6
- Cc1ccc(N(CC(=O)Nc2ccc(I)cc2C)S(C)(=O)=O)cc1C
 : 21	-0.4

(cont.)
Second line of a record: PRC2 inh	IDH1 mut inh
- CCC(=O)N(C)C[C@H]1Oc2cc(-c3ccc(C#N)cc3)ccc2S(=O)(=O)N([C@H](C)CO)C[C@H]1C
 : .	2.5
- C[C@@H]1CCCCO[C@H](CN(C)S(=O)(=O)c2cn(C)cn2)[C@@H](C)CN([C@@H](C)CO)C(=O)c2cc(NS(=O)(=O)c3ccccc3)ccc2O1
 : .	-12
- C[C@H](CO)N1C[C@H](C)[C@@H](CN(C)C(=O)C2CCCCC2)Oc2ncc(-c3cccc(F)c3)cc2C1=O
 : -11	-0.3
- C[C@@H]1CN([C@@H](C)CO)C(=O)Cc2cc(NC(=O)CCC(F)(F)F)ccc2O[C@@H]1CN(C)S(=O)(=O)c1cn(C)cn1
 : .	2.1
- CO[C@H]1CN(C)C(=O)c2ccc(NS(=O)(=O)c3ccccc3C)cc2OC[C@@H](C)N(C)C[C@@H]1C
 : 4	0.3
- CNC(=O)CN(C)S(=O)(=O)c1ccc(OC)c(C)c1
 : 2	-0.2
- COCC#Cc1cnc2c(c1)C(=O)N([C@@H](C)CO)C[C@H](C)[C@H](CN(C)Cc1ccc3c(c1)OCO3)O2
 : 4	1.9
- C=CCNC(=O)[C@H]1[C@@H]2C(=O)O[C@@H](c3ccccc3)[C@@H](c3ccccc3)N2[C@@H](c2ccc(OCCO)cc2)[C@]12C(=O)N(C(=O)OCCOC)c1ccc(C#CC3=CCCCC3)cc12
 : -13	.
- C[C@@H]1CCCCO[C@H](CN(C)C(=O)c2ccncc2)[C@@H](C)CN([C@H](C)CO)C(=O)c2cc(NS(C)(=O)=O)ccc2O1
 : .	1.6
- O=C(C[C@@H]1C=C[C@H](NC(=O)Cc2cccnc2)[C@@H](CO)O1)NCc1ccc2c(c1)OCO2
 : 11	-0.2
- COc1ccc([Si](C)(C)[C@H]2[C@H](CCO)O[C@@]3(C(=O)N(Cc4ccccc4)c4ccc(N5CCC5=O)cc43)[C@@H]2C)cc1
 : 32	.
- C=C1C(=O)O[C@@H]2CC=C(CCC(C)O)C(C)C[C@@H]12 (stereo partly drawn)
 : 7	0.3
- C[C@@H]1CN([C@H](C)CO)S(=O)(=O)c2ccc(C#C[C@@H](C)O)cc2O[C@H]1CN(C)Cc1cccnc1
 : -3	7.0
- O=C(N[C@H]1CC[C@@H](CCNS(=O)(=O)Cc2ccccc2)O[C@H]1CO)c1cnccn1
 : -4	0.3
- C[C@@H]1CCCCO[C@@H](CN(C)Cc2ccc(C(=O)O)cc2)[C@H](C)CN([C@H](C)CO)C(=O)c2cc(NC(=O)NC3CCCCC3)ccc2O1
 : .	4.4
- C[C@H](CO)N1C[C@H](C)[C@H](CN(C)Cc2ccccc2)Oc2ccc(NS(=O)(=O)c3cn(C)cn3)cc2CC1=O
 : -1	0.4
- CC(C)NC(=O)[C@@]1(C)c2ccccc2C(=O)N(Cc2cc(C(F)(F)F)cc(C(F)(F)F)c2)[C@H]1c1ccc(CO)cc1
 : 5	-1.0
- C[C@H](CO)N1C[C@H](C)[C@H](CN(C)C)Oc2ccc(NC(=O)Cn3cnnn3)cc2CC1=O
 : 10	3.4
- C[C@@H]1CN([C@@H](C)CO)C(=O)c2cccc(NC(=O)C3CCOCC3)c2O[C@@H]1CN(C)CC1CC1
 : 4	-0.3
- Cc1ccccc1S(=O)(=O)N[C@H]1CC[C@H](CCn2cc(Cc3ccccc3)nn2)O[C@H]1CO
 : 9	0.1
- CS(=O)(=O)Nc1ccc2c(c1)[C@@H]1C[C@@H](CC(=O)NCc3cccnc3)O[C@@H](CO)[C@@H]1O2
 : 8	0.5
